# BioA inh = blocks M. tuberculosis BioA enzyme activity; actives 0.096% (n = 360,000); purified M. tuberculosis BioA enzyme, plate reader; inhibition, % at 9.99 µM; in the data active = inhibition above about 40%
# * hit, by the source's call. These rows are one share of the data, so the mix of outcomes need not match the whole.
SMILES,BioA inh
CCCNC(=O)N(C)C[C@H]1Oc2ncc(C#CC3CC3)cc2C(=O)N([C@@H](C)CO)C[C@@H]1C,-0.1
O=S(=O)(c1ccc(F)cc1)N1CCCCN2[C@H](CO)[C@@H](c3ccc(C#CC4CCCC4)cc3)[C@@H]2C1,-5.7
COCC(=O)N(C)C[C@H]1Oc2cc(C#CCN(C)C)ccc2S(=O)(=O)N([C@H](C)CO)C[C@@H]1C,-0.7
O=C(C[C@H]1CC[C@@H](NC(=O)Cc2cccnc2)[C@@H](CO)O1)NCc1ccc2c(c1)OCO2,2.9
C[C@@H]1CCCCO[C@H](CN(C)C(=O)Nc2ccc(C(F)(F)F)cc2)[C@H](C)CN([C@H](C)CO)C(=O)c2cc(NS(=O)(=O)c3ccc(Cl)cc3)ccc2O1,-3.2
C[C@H]1CCCCO[C@H](CN(C)CC2CCCCC2)[C@@H](C)CN([C@@H](C)CO)C(=O)c2cc(NC(=O)Nc3ccc(F)cc3)ccc2O1,0.3
C[C@@H]1CCCCO[C@H](CN(C)Cc2ccccc2)[C@@H](C)CN([C@H](C)CO)C(=O)c2cc(N(C)C)ccc2O1,-0.8
C[C@H](CO)N1C[C@H](C)[C@H](CN(C)C(=O)Nc2ccc3c(c2)OCO3)Oc2c(NS(=O)(=O)c3cccs3)cccc2C1=O,-1.1
COc1ccc(CN2C[C@H](C)[C@@H](OC)CN(C)C(=O)c3ccc(NC(C)=O)cc3OC[C@@H]2C)cc1,-2.3
C[C@@H]1CN([C@H](C)CO)C(=O)c2cccc(NC(=O)Nc3ccccc3)c2O[C@H]1CN(C)C(=O)Nc1cccc2ccccc12,5.3
COCC(=O)N1[C@H](CO)[C@@H](c2ccccc2)[C@@H]1C#N,-0.2
C[C@@H](NC(=O)C[C@@H]1CC[C@H]2[C@@H](COC[C@@H](O)CN2C(=O)Nc2cc(Cl)cc(Cl)c2)O1)c1ccccc1,1.4
COc1ccc(CN(C)C[C@@H]2OCCCC[C@H](C)Oc3ccc(NC(=O)Nc4ccc(OC)cc4)cc3C(=O)N([C@H](C)CO)C[C@@H]2C)cc1,0.3
COCCOC(=O)N1C(=O)[C@@]2(c3cc(C#CCCO)ccc31)[C@H](C(N)=O)[C@H]1C(=O)O[C@H](c3ccccc3)[C@H](c3ccccc3)N1[C@@H]2c1ccc(OCCO)cc1,-1.2
Cc1noc(C)c1NC(=O)Nc1ccc2c(c1)C(=O)N([C@@H](C)CO)C[C@@H](C)[C@H](CN(C)C(=O)Nc1ccc(C(F)(F)F)cc1)OCCCC[C@H](C)O2,-3.3
C[C@@H]1CN([C@H](C)CO)C(=O)Cc2cc(NS(=O)(=O)c3cccs3)ccc2O[C@H]1CN(C)S(=O)(=O)c1ccccc1,0.3
C[C@@H]1CN([C@@H](C)CO)C(=O)c2cccc(NC(=O)c3nc4ccccc4s3)c2O[C@H]1CN(C)Cc1ccc(C(F)(F)F)cc1,-1.1
COc1ccccc1C(=O)Nc1ccc2c(c1)C(=O)N(C)[C@@H]1CC[C@@H](CC(=O)NCCc3ccncc3)O[C@@H]1CO2,-0.1
C[C@H]1CN([C@@H](C)CO)C(=O)Cc2cc(NC(=O)CCCCCC(=O)Nc3ccccc3N)ccc2O[C@@H]1CN(C)Cc1ccc(Cl)c(Cl)c1,-2.0
COc1ccccc1CNC(=O)C[C@@H]1C[C@@H]2c3cc(N(C)C)ccc3O[C@@H]2[C@H](CO)O1,0.2
CC(C)CC#Cc1ccc([C@@H]2[C@@H](CO)N3CCCCN(C(=O)c4ccc5c(c4)OCO5)C[C@@H]23)cc1,-1.2
CN(C)C(=O)c1ccc(-c2ccc3c(c2)[C@@H]2[C@@H](CCN2C(=O)c2ccc4c(c2)OCO4)[C@@H](CO)N3)cc1,6.0
O=S(=O)(Cc1ccccc1)N1CCCCN2[C@H](CO)[C@@H](c3ccc(-c4cccnc4)cc3)[C@@H]2C1,-3.8
CCNC(=O)Nc1ccc2c(c1)C(=O)N(C)[C@H]1CC[C@H](CC(=O)NCc3cccc(F)c3)O[C@H]1CO2,3.4
CCN(C[C@@H]1[C@@H](c2ccccc2)[C@@H](CO)N1CC1CC1)C(=O)c1ccccn1,-2.6

# Part of the list above in order of molar mass, lowest first:
SMILES,BioA inh
COCC(=O)N(C)C[C@H]1Oc2cc(C#CCN(C)C)ccc2S(=O)(=O)N([C@H](C)CO)C[C@@H]1C,-0.7
O=S(=O)(c1ccc(F)cc1)N1CCCCN2[C@H](CO)[C@@H](c3ccc(C#CC4CCCC4)cc3)[C@@H]2C1,-5.7
CN(C)C(=O)c1ccc(-c2ccc3c(c2)[C@@H]2[C@@H](CCN2C(=O)c2ccc4c(c2)OCO4)[C@@H](CO)N3)cc1,6.0
C[C@@H](NC(=O)C[C@@H]1CC[C@H]2[C@@H](COC[C@@H](O)CN2C(=O)Nc2cc(Cl)cc(Cl)c2)O1)c1ccccc1,1.4
C[C@@H]1CN([C@H](C)CO)C(=O)c2cccc(NC(=O)Nc3ccccc3)c2O[C@H]1CN(C)C(=O)Nc1cccc2ccccc12,5.3
C[C@H](CO)N1C[C@H](C)[C@H](CN(C)C(=O)Nc2ccc3c(c2)OCO3)Oc2c(NS(=O)(=O)c3cccs3)cccc2C1=O,-1.1

# (listing goes on)
SMILES,BioA inh
CCNC(=O)Nc1ccc2c(c1)C(=O)N(C)[C@@H]1CC[C@H](CC(=O)NCCOC)O[C@H]1CO2,-1.1
CC(C)NC(=O)NCC[C@@H]1CC[C@H](NC(=O)CN(C)C)[C@@H](CO)O1,-2.8
COc1ccc(C#Cc2ccc([C@@H]3[C@@H](CO)N4CCCCN(C(=O)Nc5cccc(F)c5)C[C@H]34)cc2)cc1,-1.4
CO[C@H]1CN(C)C(=O)c2cc(NC(=O)C3CC3)ccc2OC[C@@H](C)N(CC2CCCC2)C[C@@H]1C,3.0
COC(=O)C[C@@H]1CC[C@@H]2[C@H](COc3ccc(NC(=O)C4CCOCC4)cc3C(=O)N2C)O1,3.1
CCN1[C@@H]2c3ccc(-c4cccc(OC)c4)c(=O)n3C[C@H]1[C@H](CO)[C@H]2C(=O)N(C)C,0.3
C[C@H]1CN([C@@H](C)CO)C(=O)c2cc(NC(=O)CCCN(C)C)ccc2O[C@@H]1CN(C)Cc1ccc(C(F)(F)F)cc1,1.0
N#C[C@@H]1[C@H](c2ccccc2)[C@@H](CO)N1S(=O)(=O)c1ccc(-c2ccccc2)cc1,2.7
CC=Cc1ccc2n(c1=O)C[C@@H]1[C@@H](CO)[C@H](C(=O)NCC(F)(F)F)N(CCC)[C@H]21 (mixture of isomers),-0.6
O=C(C[C@@H]1C[C@@H]2c3cc(NS(=O)(=O)c4ccc(F)cc4)ccc3O[C@@H]2[C@@H](CO)O1)NCCN1CCCCC1,0.9
Cc1ccc(S(=O)(=O)N(C)C[C@H]2OCCCC[C@H](C)Oc3ccc(NC(=O)Nc4ccc(C(F)(F)F)cc4)cc3C(=O)N([C@@H](C)CO)C[C@H]2C)cc1,1.3
CCCC(O)C#Cc1cnc2c(c1)C(=O)N([C@H](C)CO)C[C@H](C)[C@H](CN(C)C(=O)Nc1ccc3c(c1)OCO3)O2 (some centres undefined),-4.1
CO[C@@H]1CN(C)C(=O)c2ccc(NS(C)(=O)=O)cc2OC[C@H](C)N(CCC(F)(F)F)C[C@H]1C,1.4
COc1ccc(NC(=O)N(C)C[C@@H]2OCCCC[C@H](C)Oc3ccc(NC(=O)Nc4ccccc4)cc3C(=O)N([C@@H](C)CO)C[C@@H]2C)cc1,0.9
CNC(=O)C[C@@H]1CC[C@H]2[C@@H](COc3ccc(NS(=O)(=O)c4ccccc4C)cc3C(=O)N2C)O1,0.0
CCC(=O)N1[C@@H]2Cn3c(ccc(C4=CCCC4)c3=O)[C@H]1[C@@H](C(=O)N[C@@H](C)c1ccccc1)[C@@H]2CO,-0.9
C[C@H]1CN([C@@H](C)CO)C(=O)c2cc(NC(=O)Cc3cn(C)c4ccccc34)ccc2O[C@@H]1CN(C)C(=O)Nc1ccc(F)cc1,-2.2
C[C@H](CO)N1C[C@H](C)[C@H](CN(C)Cc2ccc(C(F)(F)F)cc2)Oc2ccc(NC(=O)Nc3ccc4c(c3)OCO4)cc2C1=O,-3.1
CO[C@@H]1CN(C)C(=O)c2ccc(NC(=O)C3CC3)cc2OC[C@H](C)N(CCC(F)(F)F)C[C@H]1C,3.5
C[C@H](CO)N1C[C@H](C)[C@H](CN(C)S(=O)(=O)c2cccs2)Oc2ccc(NS(=O)(=O)c3ccc(Cl)cc3)cc2C1=O,2.5
Cc1noc(C)c1NC(=O)N(C)C[C@H]1Oc2ccc(NC(=O)Nc3ccc4c(c3)OCO4)cc2CC(=O)N([C@H](C)CO)C[C@@H]1C,-3.4
Cc1ccc(S(=O)(=O)N[C@@H]2CC[C@@H](CCNC(=O)c3ccc4c(c3)OCO4)O[C@@H]2CO)cc1,-1.4
O=C(C[C@H]1CC[C@@H]2[C@H](COC[C@H](O)CN2C(=O)c2ccccc2)O1)N1CCc2ccccc2C1,2.6
COc1ccc(CN(C)C[C@@H]2Oc3ccc(NC(=O)Cc4cn(C)c5ccccc45)cc3C(=O)N([C@@H](C)CO)C[C@@H]2C)cc1,-0.1
O=C(NCc1ccc2c(c1)OCO2)[C@H]1[C@H](CO)[C@H]2Cn3c(cccc3=O)[C@@H]1N2Cc1cccnc1,5.9

# Carrying on.
SMILES,BioA inh
CO[C@H]1CN(C)C(=O)c2ccc(NC(C)=O)cc2OC[C@@H](C)N(C(=O)c2ccccc2)C[C@@H]1C,0.0
CCNC(=O)Nc1ccc2c(c1)C(=O)N(C)[C@H]1CC[C@@H](CC(=O)NC3CCCCC3)O[C@H]1CO2,-2.6
COCC(=O)N[C@@H]1C=C[C@@H](CC(=O)NCc2ccccc2OC)O[C@@H]1CO,-1.8
Cc1noc(C)c1NC(=O)N(C)C[C@@H]1Oc2c(NC(=O)Nc3ccc(F)cc3)cccc2C(=O)N([C@H](C)CO)C[C@@H]1C,2.8
COc1ccc(CN(C)C[C@H]2OCCCC[C@H](C)Oc3ccc(NC(=O)CCCN(C)C)cc3C(=O)N([C@H](C)CO)C[C@@H]2C)cc1,-0.8
Cc1ccc(S(=O)(=O)Nc2ccc3c(c2)C(=O)N([C@@H](C)CO)C[C@H](C)[C@@H](CN(C)C(=O)Nc2ccc(C(F)(F)F)cc2)OCCCC[C@H](C)O3)cc1,-1.7
C[C@@H]1CN([C@@H](C)CO)C(=O)c2cc(/C=C/c3ccccc3)cnc2O[C@@H]1CN(C)C(=O)C1CCC1,4.0
C[C@@H]1CCCCO[C@@H](CN(C)C(=O)Nc2ccc(F)cc2)[C@H](C)CN([C@@H](C)CO)C(=O)c2cc(NC(=O)c3ccccc3)ccc2O1,-0.7
C[C@@H]1CCCCO[C@@H](CN(C)Cc2ccccc2)[C@H](C)CN([C@H](C)CO)C(=O)c2cc(NC(=O)Nc3ccc(C(F)(F)F)cc3)ccc2O1,-2.8
CO[C@@H]1CN(C)C(=O)c2cc(NC(=O)c3cccc(F)c3)ccc2OC[C@H](C)NC[C@@H]1C,1.5
C/C=C/c1ccc2c(c1)O[C@@H](CN(C)C(=O)Cc1cccnc1)[C@H](C)CN([C@H](C)CO)S2(=O)=O,56*
COCC(=O)N1[C@H](C(=O)Nc2ccccc2)[C@@H](CO)[C@@H]2Cn3c(ccc(-c4ccccc4)c3=O)[C@@H]21,-1.4
Cc1noc(C)c1S(=O)(=O)Nc1ccc2c(c1)C(=O)N([C@@H](C)CO)C[C@@H](C)[C@H](CN(C)Cc1ccc3c(c1)OCO3)OCCCC[C@@H](C)O2,-2.7
O=C(C[C@@H]1CC[C@H]2[C@@H](COC[C@H](O)CN2Cc2cccc(C(F)(F)F)c2)O1)NCc1ccc(Cl)cc1,-13
COc1ccc(S(=O)(=O)Nc2ccc3c(c2)CC(=O)N([C@H](C)CO)C[C@H](C)[C@H](CN(C)S(=O)(=O)c2ccc(C)cc2)O3)cc1,0.4
COc1cccc(C#Cc2cnc3c(c2)C(=O)N([C@H](C)CO)C[C@H](C)[C@H](CN(C)C(=O)C2CCC2)O3)c1,-2.4
CC(C)NC(=O)Nc1ccc2c(c1)CC(=O)N([C@H](C)CO)C[C@H](C)[C@H](CN(C)C(=O)Nc1ccc(C(F)(F)F)cc1)O2,-1.2
O=C(C[C@H]1CC[C@H](NC(=O)C2CC2)[C@H](CO)O1)NCCCN1CCOCC1,0.2
CCC(=O)N[C@@H]1CC[C@H](CC(=O)NCCN2CCCCC2)O[C@H]1CO,-3.8
C[C@@H]1CN([C@@H](C)CO)C(=O)c2cc(-c3cccc(C#N)c3)cnc2O[C@@H]1CN(C)C(=O)C1CCOCC1,-1.5
CCCNC(=O)N1[C@H](CNC(=O)c2ccccc2)[C@H](c2ccccc2)[C@@H]1CO,1.6
CC(=O)N(C)C[C@@H]1Oc2cc(C#Cc3cccnc3)ccc2S(=O)(=O)N([C@H](C)CO)C[C@H]1C,20
O=C(NC[C@H]1N[C@H](CO)[C@@H]1c1ccc(C2=CCCCC2)cc1)c1cccc(F)c1,4.2
C[C@H]1CN([C@@H](C)CO)C(=O)c2cc(-c3ccccc3)cnc2O[C@H]1CN(C)Cc1ccc(C(=O)O)cc1,0.5
O=C(c1cccc(F)c1)N1CCCCN2[C@H](CO)[C@H](c3ccc(-c4ccncc4)cc3)[C@H]2C1,-2.4
COCCN(C[C@@H]1[C@@H](c2ccccc2)[C@@H](CO)N1C(C)=O)C(=O)c1cccnc1,2.7
C[C@H]1CN([C@@H](C)CO)C(=O)c2cc(-c3cccc(C#N)c3)cnc2O[C@H]1CN(C)C(=O)C1CCCCC1,-1.0
C[C@@H]1CN([C@@H](C)CO)S(=O)(=O)c2ccc(-c3ccc(F)cc3)cc2O[C@H]1CN(C)Cc1cccc(F)c1,0.1

# As a short view, part of the list above.
SMILES,BioA inh
CO[C@H]1CN(C)C(=O)c2ccc(NC(C)=O)cc2OC[C@@H](C)N(C(=O)c2ccccc2)C[C@@H]1C,0.0
CCNC(=O)Nc1ccc2c(c1)C(=O)N(C)[C@H]1CC[C@@H](CC(=O)NC3CCCCC3)O[C@H]1CO2,-2.6

# Structures above that contain a cyano group:
SMILES,BioA inh
COCC(=O)N1[C@H](CO)[C@@H](c2ccccc2)[C@@H]1C#N,-0.2
N#C[C@@H]1[C@H](c2ccccc2)[C@@H](CO)N1S(=O)(=O)c1ccc(-c2ccccc2)cc1,2.7
C[C@@H]1CN([C@@H](C)CO)C(=O)c2cc(-c3cccc(C#N)c3)cnc2O[C@@H]1CN(C)C(=O)C1CCOCC1,-1.5
C[C@H]1CN([C@@H](C)CO)C(=O)c2cc(-c3cccc(C#N)c3)cnc2O[C@H]1CN(C)C(=O)C1CCCCC1,-1.0
